Screening data (PubChem)
APJ antagonist: antagonists of human apelin receptor APJ, primary screen, CHO-K1 cells, beta-arrestin complementation, luminescence | P35414 | inhibition, % at 20 µM | 330,000 compounds, 0.32% hits | AID 2521, 2010;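 active = inhibition above about 40% at 20 µM, limit read from the data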;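 note: cells challenged with 10 nM apelin-13 agonist together with compound; plate controls were apelin-13 plus DMSO wells for no effect and DMSO wells lacking apelin-13 for full effect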
Target sequence (P35414 whole entry, looked up): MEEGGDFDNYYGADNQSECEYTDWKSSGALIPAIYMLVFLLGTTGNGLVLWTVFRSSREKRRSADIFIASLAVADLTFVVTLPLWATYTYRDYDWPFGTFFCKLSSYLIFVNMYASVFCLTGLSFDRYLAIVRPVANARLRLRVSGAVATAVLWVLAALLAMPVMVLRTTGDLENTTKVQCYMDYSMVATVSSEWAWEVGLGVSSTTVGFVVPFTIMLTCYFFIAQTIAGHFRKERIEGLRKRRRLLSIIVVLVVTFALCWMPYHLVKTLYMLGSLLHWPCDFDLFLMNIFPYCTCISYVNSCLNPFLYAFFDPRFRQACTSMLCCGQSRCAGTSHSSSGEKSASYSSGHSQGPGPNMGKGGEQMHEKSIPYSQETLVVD
XBP1 UPR activ: activators of adaptive XBP1 UPR arm, primary screen, cell-based, CHO-XBP1 luciferase reporter, luminescence, uHTS; IRE1-XBP1 UPR activation; percent of tunicamycin response, DMSO as zero; activation, % at 20 µM; 330,000 compounds, 0.33% hits; AID 463104, 2010;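 active = versus positive control, 20 µM dose yields 30% or more activation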;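 note: 100% = tunicamycin at 10 µg/mL and 0% = DMSO only wells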
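Material: CHO-XBP1 cells stably carrying IRE1-XBP1-driven luciferase reporter | Medium: F12 with 10% serum | Compound dosing: 20 µM single concentration, DMSO 1% | Incubation: Overnight seeding at 37 °C, 6 h compound treatment at 37 °C | Detection: Steady-Glo luminescence read | Read-out basis: % activation of reporter signal versus tunicamycin and DMSO controls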
APJ agonist: agonists of human apelin receptor APJ, primary screen, CHO-K1 cells, PathHunter beta-arrestin, luminescence | P35414 | 0% DMSO wells, 100% apelin | activation, % at 20 µM | 330,000 compounds, 0.11% hits | AID 2520, 2010;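 active = activation more than six SD over the plate average, tested at 20 µM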;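 note: 0% = DMSO alone and 100% = apelin-13 at 10 nM; some results filed as inactive read as strong as hits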
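Assay system – PathHunter CHO-K1 APJ (AGTRL-1) beta-arrestin reporter cells · Compound – one dose, 20 µM compound, 1% DMSO · Timing – compound 90 min 25 °C, reagent 1 h · Measured by – luminescence from split beta-galactosidase complementation, Galacton Star/Emerald II substrate · Measure – beta-arrestin recruitment to APJ as agonist activity, luminescent signal · Benchmarks – DMSO vs Apelin-13 10 nM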
tim10-1 inh: growth inhibitors of tim10-1 mutant yeast, primary screen, luminescence, uHTS; inhibition, % at 20 µM; S. cerevisiae tim10-1 ts strain growth, BacTiter-Glo, 24 h; 330,000 compounds, 2.2% hits;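 active = inhibition of at least 40%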;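 note: mutant grown at 25 °C; 0% = DMSO wells with yeast and 100% = wells holding no yeast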
UPR CHOP act: activators of apoptotic CHOP UPR arm, primary screen, cell-based, CHO-CHOP luciferase reporter, luminescence, uHTS; AID 449763, 2010; activation, % at 10 µM; 330,000 compounds, 0.34% hits; UPR activation; percent of tunicamycin response over DMSO baseline;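 active = at 10 µM dose, activation of 40% or more, normalized to positive control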;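 note: 100% = tunicamycin at 10 µg/mL and 0% = DMSO alone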
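System: CHO-CHOP luciferase reporter cell line; amount: 500 cells/well; buffer or medium: F12 medium containing 10% fetal bovine serum; incubation: 6 h compound exposure at 37 °C after overnight seeding; measured by: luciferase luminescence after 10 min with Steady-Glo reagent; evaluation: % reporter activation, DMSO baseline versus tunicamycin full activation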
Mdm2-MdmX inh: inhibitors of human Mdm2-MdmX association, primary screen, cell-based, luminescence, split luciferase, SaOS-2, uHTS | SaOS-2 split-luciferase Mdm2/MdmX complementation | 330,000 compounds, 3% hits | Protein Mdm4 (Homo sapiens) + E3 ubiquitin-protein ligase Mdm2 (Homo sapiens), … | inhibition, % at 8 µM | AID 485346, 2010;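 active = inhibition of at least 50% at 8 µM in the primary screen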
CXCR6 inh: CXCR6 receptor inhibitors, primary screen, cell-based, beta-arrestin, luminescence, CHO-K1 PathHunter, 1536-well | C-X-C chemokine receptor type 6 (Homo sapiens), O00574 | inhibition, % at 20 µM | 360,000 compounds, 0.36% hits; in the data active = inhibition above about 34%, passing the limit was not always enough;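 note: antagonist mode with CXCL16 agonist at 10 nM final; 0% = 10 nM CXCL16 with DMSO and 100% = unstimulated wells without agonist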
Target sequence (O00574 whole entry, looked up): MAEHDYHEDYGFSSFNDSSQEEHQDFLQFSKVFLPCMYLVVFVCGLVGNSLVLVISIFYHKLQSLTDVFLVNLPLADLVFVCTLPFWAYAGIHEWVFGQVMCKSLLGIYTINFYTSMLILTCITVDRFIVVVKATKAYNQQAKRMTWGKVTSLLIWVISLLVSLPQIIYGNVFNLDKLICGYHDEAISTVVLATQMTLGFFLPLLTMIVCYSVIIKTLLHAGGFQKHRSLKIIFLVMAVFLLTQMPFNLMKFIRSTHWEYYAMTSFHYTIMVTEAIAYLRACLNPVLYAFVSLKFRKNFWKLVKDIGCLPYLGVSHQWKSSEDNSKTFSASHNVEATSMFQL
tim23-1 inh: growth inhibitors of tim23-1 mutant yeast, primary screen, luminescence, uHTS. 330,000 compounds, 1.3% hits. S. cerevisiae tim23-1 growth, BacTiter-Glo luminescence, 24 h. inhibition, % at 20 µM;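 active = growth inhibition of the mutant yeast at or above 50%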;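 note: temperature-sensitive mutant grown at 25 °C; plate controls were DMSO-treated mutant yeast for no effect and medium wells lacking yeast for full effect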
TIM10 inh: growth inhibitors of isogenic TIM10 control yeast, primary screen, counter-screen for tim10-1 yeast inhibitor project, luminescence, uHTS; 330,000 compounds, 1.4% hits; AID 463195, 2010; S. cerevisiae TIM10 strain growth, BacTiter-Glo luminescence, 24 h; inhibition, % at 10 µM;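 active = inhibition of 40% or more at the single tested concentration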;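 note: wild-type TIM10 isogenic control strain grown at permissive 25 °C; 0% = DMSO yeast wells and 100% = minimal medium wells without yeast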
Active calls of the source: *. Only part of the results is shown; rates above refer to the full screens.

1: CCC(C)NC(=O)CCn1ccc2cc(S(=O)(=O)N3CCCC3)ccc21 (stereo not given)
2: CCN1CN(CCc2ccccc2)CNC1=S
3: Cc1ccc(NS(=O)(=O)c2ccc(C(=O)NCc3ccncc3)cc2)cc1
4: Cc1ccc(S(=O)(=O)N2CCCC2CNC(=O)C(=O)NCc2cccs2)cc1 (stereo not given)
5: CCc1ccc(OCC(=O)N/N=C(\C)c2ccc(-n3ccnc3)cc2)cc1
6: COc1ccc(N(CC(=O)NCCSCc2ccco2)S(=O)(=O)c2ccccc2)cc1OC

Assay by compound	1	2	3	4	5	6
APJ antagonist	10	7	6	7	8	-2
XBP1 UPR activ	-3	-3	-4	-4	2	-4
APJ agonist	1	-5	1	-4	-3	3
tim10-1 inh	-16	5	-11	13	16	19
UPR CHOP act	-2.6	0.5	-0.4	-0.6	0.2	0.1
Mdm2-MdmX inh	-11	-1	21	23	6	20
CXCR6 inh	2	-7	-2	-3	-4	3
tim23-1 inh	-5	-13	0	23	3	18
TIM10 inh	3	5	-3	4	-14	20

7: Cc1cc(C(=O)N2C(C)CCCC2C)no1 (stereo not given)
8: O=c1c2ccccc2oc2cc(OCc3ccc(F)cc3)cc(O)c12
9: Cc1ccc(C)c(NC(=O)CCC(=O)NNC(=O)c2cccs2)c1
10: COc1ccccc1N1CCN(C(=O)c2cc(C(C)(C)C)oc2C)CC1
11: CSc1ccc(CN2CCC(Cc3ccccc3)CC2)cc1
12: CCCSc1nnc(NC(=O)c2sc3nc(-c4cccs4)ccc3c2N)s1

Assay by compound	7	8	9	10	11	12
APJ antagonist	-18	6	4	2	-8	4
XBP1 UPR activ	-1	1	-2	-3	-1	0
APJ agonist	-2	-2	-4	-3	2	-1
tim10-1 inh	-13	22	11	31	-16	26
UPR CHOP act	2.7	1.8	0.7	-0.1	0.4	3.5
Mdm2-MdmX inh	-8	14	3	6	-27	-7
CXCR6 inh	-4	-5	1	4	-5	11
tim23-1 inh	1	11	4	46	10	27
TIM10 inh	10	-1	4	31	-62	16

13: [2H]c1c([2H])c([2H])c(-c2nc(N3CCCCCC3)sc2C(=O)c2ccccc2)c([2H])c1[2H]
14: O=C(/C=C/c1ccc2c(c1)OCO2)NCCSCc1ccc(Cl)cc1
15: C=CC[C@@H](CC(=O)N[C@H](CO)Cc1ccccc1)C(=O)N[C@@H](C)COC(=O)[C@@H](CC=C)Cc1ccc(F)cc1
16: CC(NC(=O)CCNS(=O)(=O)c1ccccc1)c1ccccc1 (stereo not given)
17: COc1ccc(/C=N/NC(=O)c2cccc3ccccc23)c(OC)c1OC
18: CCOC(=O)N1CCC(N2CCCC(CO)(Cc3cccc(OC)c3)C2)CC1 (stereo not given)

Assay by compound	13	14	15	16	17	18
APJ antagonist	19	-14	9	4	2	6
XBP1 UPR activ	-1	0	3	-6	-3	1
APJ agonist	-4	-3	-2	-9	-3	-2
tim10-1 inh	30	13	5	-4	-8	-3
UPR CHOP act	2.8	-0.6	0.7	2.1	0.9	1.7
Mdm2-MdmX inh	3	18	26	15	23	-9
CXCR6 inh	4	15	2	-4	2	1
tim23-1 inh	31	10	3	-5	11	-1
TIM10 inh	22	19	3	8	-4	12

19: Cn1nnc(NC(=O)c2ccc3ccccc3c2)n1
20: O=C(COc1ccccc1Cl)NCCCNC(=O)c1cnccn1
21: CCOc1ccc(-c2nc(CSc3nnc(C)s3)cs2)cc1OC
22: Cn1c(NN)nc2ccccc2c1=O
23: CCNC(=O)NC(=O)C(C)SCc1ccccc1C (stereo not given)
24: COc1ccccc1NC(=O)NCC(=O)Nc1ccc(F)c(F)c1

Assay by compound	19	20	21	22	23	24
APJ antagonist	8	2	-14	-50	11	-4
XBP1 UPR activ	-1	-3	0	-1	0	-2
APJ agonist	-2	-3	-2	2	-5	3
tim10-1 inh	-20	-8	15	7	-1	8
UPR CHOP act	3.6	1.0	5.2	-1.5	-1.5	-0.7
Mdm2-MdmX inh	0	8	23	3	6	-25
CXCR6 inh	0	-9	-3	-9	2	-1
tim23-1 inh	1	3	18	12	1	11
TIM10 inh	3	-15	-7	4	0	-2

25: Cc1cc(C)cc(NS(=O)(=O)c2ccc(Oc3ncc(C(F)(F)F)cc3Cl)cc2)c1
26: Cc1ccc(-c2nc(SC(C)C(=O)N3CCCC3)n[nH]2)cc1 (stereo not given)
27: COc1ccc(Nc2nc(-c3ccccc3O)nc3ccccc23)cc1
28: CCCCn1c(N)c(N(CCOC)C(=O)c2cccc(N3C(=O)c4ccccc4C3=O)c2)c(=O)[nH]c1=O
29: O=C(c1csc2ccccc12)N1CCN(c2ccc(Cl)c(Cl)c2)CC1
30: O=C1C2CCCN2C(=S)N1c1cc(Cl)ccc1Cl (stereo not given)

Assay by compound	25	26	27	28	29	30
APJ antagonist	4	3	10	-4	16	-9
XBP1 UPR activ	1	-1	1	0	-3	-3
APJ agonist	4	-1	0	-5	2	11
tim10-1 inh	32	7	46*	7	39	5
UPR CHOP act	1.2	-0.9	-0.5	1.4	-2.0	-0.8
Mdm2-MdmX inh	35	8	24	-13	18	-8
CXCR6 inh	12	-6	-4	-3	-4	-7
tim23-1 inh	24	2	51*	11	21	16
TIM10 inh	13	12	33	0	26	-11

31: COCC(C)n1c(C)cc(C(=O)CSc2nnnn2C2CCCC2)c1C (stereo not given)
32: Cc1occc1C(=O)N1CCN(c2ccc([N+](=O)[O-])cc2)CC1
33: COc1cc2[nH]c(C(=O)Nc3ccc(F)cc3)cc2c(OC)c1OC
34: C=CCn1cnc2c(nnn2-c2ccc(OC)c(OC)c2)c1=O
35: CCOc1ccccc1NC(=O)Cn1c(=O)c2ccccc2n(CC)c1=O
36: CC(C)=CC(=O)N1CCCC(N2CCN(c3ccc(F)cc3)CC2)C1 (stereo not given)

Assay by compound	31	32	33	34	35	36
APJ antagonist	6	-17	-3	-2	17	-11
XBP1 UPR activ	-2	-4	0	0	-2	1
APJ agonist	-3	1	-4	-1	-3	-4
tim10-1 inh	20	17	40	16	24	-13
UPR CHOP act	-1.7	0.6	1.6	-1.3	0.1	1.0
Mdm2-MdmX inh	49	16	39	-6	-7	7
CXCR6 inh	-5	0	-7	1	5	4
tim23-1 inh	24	18	36	-5	17	0
TIM10 inh	10	9	14	11	6	-11

37: CC1CC(C)CN(S(=O)(=O)c2ccc3c(c2)n(C)c(=O)c(=O)n3C)C1 (stereo not given)
38: COc1cc2c(cc1OC)C1C/C(=N\O)C(CC(C)C)CN1CC2 (stereo not given)
39: CCn1c(CC(=O)Nc2ccc(Cl)c(Cl)c2)nnc1SCc1ccc(Cl)cc1
40: Cc1sc(NC(=O)c2ccccc2)c(C(=O)N2CCN(C)CC2)c1C
41: COc1ccc(COCC(O)CN2CCC(CN3C(=O)c4cccc5cccc(c45)C3=O)CC2)cc1OC (stereo not given)
42: Cc1ccc2c(CNCc3ccccc3)cc(=O)oc2c1

Assay by compound	37	38	39	40	41	42
APJ antagonist	-3	-5	-5	-15	15	-37
XBP1 UPR activ	-1	-7	-3	-1	-1	5
APJ agonist	-2	-3	1	-2	-5	3
tim10-1 inh	15	22	34	12	17	-13
UPR CHOP act	-1.1	-1.3	1.2	0.3	0.8	-0.3
Mdm2-MdmX inh	17	13	23	8	15	49
CXCR6 inh	-1	-4	5	-7	7	8
tim23-1 inh	-23	30	15	4	1	27
TIM10 inh	-2	6	1	5	23	7

Complete entries, looked up by structure. Order of screens: APJ antagonist | XBP1 UPR activ | APJ agonist | tim10-1 inh | UPR CHOP act | Mdm2-MdmX inh | CXCR6 inh | tim23-1 inh | TIM10 inh
[2H]c1c([2H])c([2H])c(-c2nc(N3CCCCCC3)sc2C(=O)c2ccccc2)c([2H])c1[2H] in the list: 19 | -1 | -4 | 30 | 2.8 | 3 | 4 | 31 | 22
COc1ccc(/C=N/NC(=O)c2cccc3ccccc23)c(OC)c1OC in the list: 2 | -3 | -3 | -8 | 0.9 | 23 | 2 | 11 | -4
Cc1cc(C)cc(NS(=O)(=O)c2ccc(Oc3ncc(C(F)(F)F)cc3Cl)cc2)c1 in the list: 4 | 1 | 4 | 32 | 1.2 | 35 | 12 | 24 | 13
Cc1sc(NC(=O)c2ccccc2)c(C(=O)N2CCN(C)CC2)c1C in the list: -15 | -1 | -2 | 12 | 0.3 | 8 | -7 | 4 | 5

Continuation:
43: Cc1ccc(C(=O)COC(=O)c2cc(Cl)ccc2O)cc1[N+](=O)[O-]
44: CC(C)(C)N1CC2(c3ccccc3)CN(C(C)(C)C)CC(c3ccccc3)(C1)C2=O
45: O=C(COC(=O)c1ccccc1Cl)Nc1cccnc1Cl
46: CC(=O)Nc1ccc(S(=O)(=O)Nc2cc(C)ccn2)cc1
47: CSCCC(NC(=O)/C(=C/c1ccc2c(c1)OCO2)NC(=O)c1cccc([N+](=O)[O-])c1)C(=O)O (stereo not given)
48: COc1ccccc1N1CCN(S(=O)(=O)CCNC(=O)CCCc2ccccc2)CC1

Assay by compound	43	44	45	46	47	48
APJ antagonist	33	15	9	10	5	6
XBP1 UPR activ	0	1	5	0	1	-5
APJ agonist	-17	-6	-1	-2	0	-3
tim10-1 inh	11	21	-5	9	8	18
UPR CHOP act	0.8	1.9	-0.7	0.1	-1.2	3.7
Mdm2-MdmX inh	38	20	12	-1	-30	-3
CXCR6 inh	17	-2	2	-23	0	-2
tim23-1 inh	7	6	-7	8	6	1
TIM10 inh	-6	8	-1	-3	7	10

49: CN(C)C(=S)NC1CCS(=O)(=O)C1 (stereo not given)
50: CN(C)CCP(=O)(c1ccccc1)c1ccccc1
51: CC(C)C(NC(=O)C1CC(=O)N(Cc2ccccc2)C1)c1nc2ccccc2[nH]1 (stereo not given)
52: COc1cccc(C(=O)OCc2ccccc2C#N)c1O
53: CC1(c2ccc3ccccc3c2)NC(=O)N(CC(=O)N2CCN(Cc3ccccc3)CC2)C1=O (stereo not given)
54: CC1CCCCN1C(=O)CNCc1ccc(F)cc1 (stereo not given)

Assay by compound	49	50	51	52	53	54
APJ antagonist	19	8	2	5	-2	3
XBP1 UPR activ	2	-4	0	5	-2	-4
APJ agonist	-1	-3	-4	-4	-7	-3
tim10-1 inh	-8	-20	5	11	-1	-6
UPR CHOP act	1.7	-0.8	0.2	2.4	1.8	0.8
Mdm2-MdmX inh	-25	12	16	2	10	-10
CXCR6 inh	-1	-6	-8	-1	0	8
tim23-1 inh	4	-25	4	9	19	-5
TIM10 inh	3	-7	-11	12	19	5
